# Compound activity deposited in PubChem by several laboratories.
# PG9 binder: binds the HIV-1 gp120 antibody PG9 | TR-FRET gp120-PG9 antibody binding | AID 624416 | inhibition, % at 6.7 µM | actives 0.43% (n = 360,000); in the data active = inhibition above about 8.5%
# hcDAF12 agonist: H. contortus DAF-12 activation, primary screen; HEK293 hcDAF-12 lit1-tk-luc reporter, luminescence; 0% DMSO, 100% Δ7-dafachronic acid; activation, % at 6.8 µM; actives 1.4% (n = 370,000);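 active = activation above the mean of all tested compounds plus 3 SD, cut at about 5.5% in these data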;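 note: 100% = response to 3 µM Δ7-dafachronic acid high control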
# DAX1 inh-1: blocks DAX1 repression of SF-1 activated StAR promoter | actives 1.1% (n = 370,000) | inhibition, % at 6.8 µM | HEK293T StAR-luciferase reporter, SF-1/DAX-1 repression relief | AID 652010;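 active = inhibition above the mean over all tested compounds plus 3 SD, cut at about 3.6% in these data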;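 note: 0% = DAX-1 cells with DMSO and 100% = cells lacking DAX-1 with DMSO; higher inhibition means more luminescence from relief of DAX-1 repression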
# DAX1 inh-2: inhibitors of human orphan nuclear receptor DAX1 (NR0B1) | actives 0.99% (n = 340,000) | HEK293 Gal4-DAX1 luciferase reporter, luminescence | inhibition, % at 6.75 µM | AID 504766;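 active = inhibition above the mean over all tested compounds plus 3 SD, cut at about 4.2% in these data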;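 note: 0% = DAX1-transfected cells with DMSO and 100% = empty-vector control cells with DMSO; inhibition shows as a rise in luminescence from relieved DAX1 repression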
# PLCb3 inh: blocks human PLC-beta3 enzyme activity | Q01970 | Purified PLC-beta3, fluorogenic substrate, fluorescence | inhibition, % at 12.2 µM | actives 0.18% (n = 370,000) | AID 720704; in the data active = inhibition above about 11%;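 note: 0% = median of compound wells on plate and 100% = full blocker control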
# Target sequence (Q01970 whole entry, looked up): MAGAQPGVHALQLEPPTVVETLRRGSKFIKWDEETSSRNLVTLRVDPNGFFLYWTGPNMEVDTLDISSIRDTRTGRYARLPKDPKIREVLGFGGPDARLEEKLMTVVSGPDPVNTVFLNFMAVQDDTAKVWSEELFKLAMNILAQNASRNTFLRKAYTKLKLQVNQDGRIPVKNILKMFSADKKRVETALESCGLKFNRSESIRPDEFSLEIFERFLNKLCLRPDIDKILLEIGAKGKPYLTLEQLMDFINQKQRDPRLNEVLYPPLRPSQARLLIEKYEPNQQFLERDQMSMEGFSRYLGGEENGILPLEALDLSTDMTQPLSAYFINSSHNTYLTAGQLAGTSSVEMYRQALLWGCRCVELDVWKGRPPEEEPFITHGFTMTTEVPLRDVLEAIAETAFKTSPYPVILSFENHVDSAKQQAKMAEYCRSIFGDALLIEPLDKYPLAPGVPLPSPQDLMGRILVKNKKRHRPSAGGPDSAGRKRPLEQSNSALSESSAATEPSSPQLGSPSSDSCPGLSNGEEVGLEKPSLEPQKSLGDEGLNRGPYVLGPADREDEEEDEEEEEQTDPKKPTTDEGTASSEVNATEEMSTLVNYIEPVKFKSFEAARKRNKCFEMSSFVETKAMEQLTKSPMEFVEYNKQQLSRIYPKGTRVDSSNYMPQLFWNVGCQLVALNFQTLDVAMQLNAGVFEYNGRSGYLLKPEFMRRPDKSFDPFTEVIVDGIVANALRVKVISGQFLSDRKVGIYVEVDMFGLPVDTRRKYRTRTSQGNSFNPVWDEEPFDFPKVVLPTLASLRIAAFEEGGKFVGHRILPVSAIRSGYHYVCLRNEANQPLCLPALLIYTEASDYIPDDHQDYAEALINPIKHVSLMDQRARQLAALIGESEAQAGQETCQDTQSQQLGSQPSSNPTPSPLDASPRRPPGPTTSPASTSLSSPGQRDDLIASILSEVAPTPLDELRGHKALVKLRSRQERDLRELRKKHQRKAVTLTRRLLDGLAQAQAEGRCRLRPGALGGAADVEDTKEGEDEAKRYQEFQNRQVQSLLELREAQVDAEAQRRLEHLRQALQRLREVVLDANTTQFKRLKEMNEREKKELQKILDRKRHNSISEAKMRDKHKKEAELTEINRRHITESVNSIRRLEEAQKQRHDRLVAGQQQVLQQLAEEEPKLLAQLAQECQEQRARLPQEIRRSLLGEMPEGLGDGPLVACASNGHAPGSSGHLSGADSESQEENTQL
# hgDAF-12 ag: hgDAF-12 agonism, primary luciferase screen; activation, % at 6.8 µM; HEK293 GAL4-hgDAF12 UAS-luciferase reporter, agonist luminescence; normalized to butyrate control; actives 1.8% (n = 370,000);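 active = activation above a cutoff set at the mean of all screened compounds plus 3 SD, cut at about 10% in these data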;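 note: 0% = DMSO wells and 100% = sodium butyrate wells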
# sPLA2-III inh: Inhibits HGIII-sPLA2 liposome hydrolysis, primary screen; Q9NZ20; QFRET BODIPY PC-A2 liposome hydrolysis, fluorescence; inhibition, % at 12.2 µM; actives 0.56% (n = 370,000);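 active = inhibition above mean plus 3 SD of compounds lying within the high and low control bounds, cut at about 19% in these data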;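 note: 0% = median of test compound wells and 100% = no enzyme DMSO wells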
# NR1D1 modulator: modulators of human Rev-erb alpha DNA binding; P20393; Rev-erbα–FITC-DNA binding, fluorescence polarization, 90 min; activity, % at 10 µM; actives 0.79% (n = 370,000);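 active = activity above about 14%, limit read from the data; passing the limit was not always enough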;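 note: 0% = DMSO wells with 35 nM protein and 100% = DMSO wells with 750 nM protein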
# SMARCA2 act: activators of SMARCA2 function; MG213 cells, MMTV-luciferase reporter, dexamethasone, overnight; activation, % at 9.1 µM; actives 1% (n = 370,000); AID 652017; in the data active = activation above about 7.8%;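 note: 0% = vehicle wells and 100% = reference activator wells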
# FXN GAA850 act: activators of GAA850 frataxin (FXN) promoter; AID 540364; HEK293 lucGAA850 FXN promoter luciferase reporter, 24 h; percent of 10 µM SAHA response; actives 0.56% (n = 360,000); activation, % at 6 µM;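 active = activation above the average of all compounds screened plus 3 SD, cutoff fixed separately per campaign, cut at about 7.5% in these data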;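 note: 0% = DMSO wells and 100% = 10 µM SAHA wells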
# ssDAF-12 act: S. stercoralis DAF-12 activation, primary screen | HEK293 ssDAF-12/GRIP1 lit1-tk-luc reporter, luminescence; % of 3 µM dafachronic acid response | activation, % at 6.8 µM | actives 1% (n = 370,000);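 active = activation above the mean over all tested compounds plus 3 SD, cut at about 0.9% in these data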;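 note: 0% = DMSO-only wells and 100% = 3 µM delta7-dafachronic acid wells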
# * = called active by the depositor; . = not tested or not shown; & = joins results of further samples.
no.	mol	DAX1 inh-2	FXN GAA850 act	ssDAF-12 act	DAX1 inh-1	SMARCA2 act	sPLA2-III inh
1	COc1ccc(CCN2CC(C(=O)NCCc3ccc(C)cc3)CC2=O)cc1OC (centres undefined)	1.2	0.4	-1.5	0.0	-1.8	0.2
2	CCCCN(C)C(=O)CS(=O)(=O)Cc1nc(-c2cccc(OC)c2)oc1C	-0.9	2.0	-0.2	-0.4	-0.4	-17.7
3	Cn1c(=O)c2cc(NC(=S)NC3CCCCC3)ccc2n1C/C=C/c1ccccc1	.	-0.2	-1.0	0.0	-3.9	-10.3
4	COC(=O)c1ccc(CNCC(=O)Nc2ccc(C(=O)OC)cc2)cc1	-0.5	1.2	-1.1	0.0	-0.8	-4.2
5	Cc1cc(C)cc(OCC(=O)Nc2nonc2NC(=O)COc2cc(C)cc(C)c2)c1	-0.1	2.6	-1.3	-0.3	-0.4	-7.6
6	O=C(OCc1ccccc1F)c1cc(S(=O)(=O)N2CCCCC2)ccc1N1CCOCC1	-0.7	0.4	-1.0	-2.4	-6.0	-5.1
7	CC1CCCCN1C(=O)CSCC(=O)Nc1nc(-c2cccs2)cs1 (centres undefined)	1.1	1.4	-0.2	0.6	0.6	-1.6
8	CC1CCCN(Cc2nc3c(c(=O)n(C)c(=O)n3C)n2Cc2c(F)cccc2Cl)C1 (centres undefined)	1.0	1.8	0.0	-0.4	3.3	-1.7
9	Cc1ccccc1C1CC(c2ccc(Br)cc2)Nc2nc(N)nn21 (centres undefined)	-0.3	0.1	-0.9	0.0	-2.1	11.9
10	CNC(=S)N/N=C/c1ccc(-c2ccc(Cl)c([N+](=O)[O-])c2)o1	.	-1.2	-1.5	-0.1	-2.2	6.0
11	CCC(=O)N1CCc2cc(S(=O)(=O)N3CCN(c4ccccc4)CC3)ccc21	0.6	1.1	-1.1	0.7	1.6	11.5
12	COc1ccc(OC)c(NC(=S)N2c3ccccc3CC2C)c1 (centres undefined)	-0.2	-0.7	-0.5	0.2	-0.2	12.4

no.	PG9 binder	PLCb3 inh	hcDAF12 agonist	NR1D1 modulator	hgDAF-12 ag
1	0.3	-8.3	-0.7	1.2	-5.5
2	2.3	1.8	-0.3	-2.5	1.8
3	1.0	-240.7	-0.9	-5.0	1.3
4	-2.1	1.0	-1.0	8.2	-0.6
5	-0.6	-1.4	-0.9	0.7	0.0
6	-1.7	1.5	-2.2	-1.6	-5.2
7	1.1	-8.5	6.6*	1.0	6.8
8	0.0	2.5	0.6	3.7	0.6
9	2.2	-31.4	-0.1	6.2	-3.4
10	-2.3	-2.5	-1.7	-2.5	0.2
11	-2.5	3.7	0.7	5.9	1.6
12	0.0	-2.2	0.7	-8.4	0.3

# The listing continues.
no.	mol	DAX1 inh-2	FXN GAA850 act	ssDAF-12 act	DAX1 inh-1	SMARCA2 act	sPLA2-III inh
13	CC1CCCN(C(=S)Nc2ccc(Nc3ccccc3)cc2)C1 (centres undefined)	.	4.1	1.3*	2.4	-1.4	-2.4
14	COc1ccc(C(=O)COc2ccc3c(C)cc(=O)oc3c2)cc1	-1.0	0.6	-0.7	-0.4	-1.6	11.2
15	O=C(O)CC/C(=C\c1cc2c(cc1Br)OCO2)c1nc2ccccc2s1	0.8	0.8	0.2	0.2	-1.5	-18.2
16	COc1ccc(-c2cn3c(C)c(C(=O)NCc4ccc5c(c4)OCO5)sc3n2)cc1	0.2	0.5	-0.6	1.1	-4.3	-4.4
17	Cc1ccc(CN(N=Nc2nonc2N)c2nonc2N)c(C)c1	-1.3	2.3	-1.7	-1.6	-3.9	-25.9
18	O=C(CCN1C(=O)/C(=C/c2ccccc2Cl)SC1=S)NCCc1ccc(O)cc1	0.9	-1.6	-1.4	-0.3	3.0	-4.9
19	S=C(NCc1ccc(Cl)cc1)Nc1ccc(Cl)cc1Cl	-0.5	0.5	-1.9	0.2	-1.1	0.9
20	CC(C)COC(=O)N(C)C[C@H]1OCc2cnnn2CCCC(=O)N([C@@H](C)CO)C[C@H]1C	1.5	-2.0	-1.0	-0.4	-2.1	-2.8
21	O=C(NC1CCCCN(Cc2cccc(Cl)c2)C1=O)c1cccc(C(F)(F)F)c1 (centres undefined)	.	.	-1.4	-0.8	-3.4	-0.6
22	Cc1cc(C(=O)NNC(=S)Nc2ccccc2)nn1C	.	3.8	-1.2	1.4	6.9	28.6*
23	O=C(CSCC(=O)OCC(=O)c1ccc(Br)cc1)Nc1cccc2ccccc12	0.9	0.2	0.6	0.1	-1.3	-28.0
24	CN1CCN(C(=S)c2cn(Cc3cccc(F)c3)c3ccccc23)CC1	0.8	2.0	-1.9	-0.9	1.6	4.8

no.	PG9 binder	PLCb3 inh	hcDAF12 agonist	NR1D1 modulator	hgDAF-12 ag
13	0.1	1.2	1.3	-1.9	10.7*
14	1.6	-44.9	-2.5	-3.5	0.9
15	-0.3	-46.8	0.2	4.9	0.5
16	0.2	0.8	1.1	-6.9	2.1
17	-2.5	5.9	-1.1	2.2	-3.1
18	-0.4	-1.5	-0.4	3.4	0.7
19	0.3	2.6	-1.8	-1.4	0.1
20	-1.8	2.0	-1.4	4.1	-3.6
21	.	-2.6	-1.3	4.1	-1.0
22	0.9	-0.3	1.7	6.7	6.9
23	1.6	-12.7	3.5	3.0	1.1
24	-3.6	3.7	0.1	3.8	-1.1

# Carrying on.
no.	mol	DAX1 inh-2	FXN GAA850 act	ssDAF-12 act	DAX1 inh-1	SMARCA2 act	sPLA2-III inh
25	COc1ccc(NC(=O)c2cc([N+](=O)[O-])ccc2N2CCN(C)CC2)cc1	-0.2	0.5	-0.9	0.1	0.6	1.6
26	Cc1ccc(CN(c2ccc(C(=O)NCc3ccc4c(c3)OCO4)cc2)S(C)(=O)=O)cc1	0.5	-1.1	-1.6	-1.9	-5.3	-9.1
27	CC1=C(C(=O)Nc2ccccc2F)C(c2cccs2)NC(=S)N1 (centres undefined)	0.1	1.2	-1.4	-0.3	1.7	9.3
28	CCOc1ccccc1CN1CCN(Cc2ccc3cccc(OC)c3n2)CC1CCO (centres undefined)	1.3	1.3	-0.5	0.1	-0.7	-6.5
29	COc1ccc(C2=Cc3ccc(OC(C)=O)cc3OC2)cc1	5.5*	2.9	-0.2	2.3	6.5	-5.0
30	Cc1cc(NC(=O)C2COc3ccccc3O2)no1 (centres undefined)	1.5	3.5	-1.1	1.0	1.0	5.8
31	Cc1ccccc1Nc1nc(N)nc(COc2ccc(C#N)cc2)n1	1.4	2.8	-1.5	0.8	-2.6	4.5
32	Cc1cccc(C(=O)NCC(=O)N2CCN(S(=O)(=O)c3ccccc3)CC2)c1	-0.1	-1.1	-1.4	0.7	-1.2	2.2
33	CN1CCN(c2ncccc2S(=O)(=O)N2CCCCC2)CC1	-0.7	0.1	-1.3	0.2	0.1	-6.6
34	CC1CCN(C(=O)c2[nH]cnc2C(=O)N(C)CCO)CC1	.	.	-1.2	0.2	-2.3	7.8
35	Cc1cc(-c2ccccc2)nc2[nH]n(-c3ccccc3)c(=O)c12	3.2	0.3	-0.5	-0.6	-3.0	7.4
36	COc1ccc(OC)c(NC(=O)c2cnn(-c3ccccc3Cl)c2NC(=O)c2ccco2)c1	-1.0	2.3	-1.9	0.1	0.1	-2.2

no.	PG9 binder	PLCb3 inh	hcDAF12 agonist	NR1D1 modulator	hgDAF-12 ag
25	-2.5	2.3	-0.5	-3.9	1.3
26	-4.1	7.2	-3.7	-5.3	-3.1
27	1.2	1.4	0.1	0.5	-2.9
28	-1.4	-94.9	0.9	2.0	-0.9
29	0.7	-161.2	0.9	-6.5	7.3
30	0.1	-0.1	4.5	-4.8	19.4*
31	-1.4	-2.7	0.8	1.7	-2.4
32	1.0	2.0	2.5	-1.7	-0.1
33	-2.0	-1.3	-1.7	-2.9	-1.1
34	-1.2	-3.3	-0.9	6.6	-0.3
35	-12.0	-20.7	-2.7	3.5	-1.2
36	-1.7	1.1	-0.6	-3.1	-0.4

# Structures shown so far with fluorine:
no.	mol	DAX1 inh-2	FXN GAA850 act	ssDAF-12 act	DAX1 inh-1	SMARCA2 act	sPLA2-III inh
6	O=C(OCc1ccccc1F)c1cc(S(=O)(=O)N2CCCCC2)ccc1N1CCOCC1	-0.7	0.4	-1.0	-2.4	-6.0	-5.1
8	CC1CCCN(Cc2nc3c(c(=O)n(C)c(=O)n3C)n2Cc2c(F)cccc2Cl)C1 (centres undefined)	1.0	1.8	0.0	-0.4	3.3	-1.7
21	O=C(NC1CCCCN(Cc2cccc(Cl)c2)C1=O)c1cccc(C(F)(F)F)c1 (centres undefined)	.	.	-1.4	-0.8	-3.4	-0.6
24	CN1CCN(C(=S)c2cn(Cc3cccc(F)c3)c3ccccc23)CC1	0.8	2.0	-1.9	-0.9	1.6	4.8
27	CC1=C(C(=O)Nc2ccccc2F)C(c2cccs2)NC(=S)N1 (centres undefined)	0.1	1.2	-1.4	-0.3	1.7	9.3

no.	PG9 binder	PLCb3 inh	hcDAF12 agonist	NR1D1 modulator	hgDAF-12 ag
6	-1.7	1.5	-2.2	-1.6	-5.2
8	0.0	2.5	0.6	3.7	0.6
21	.	-2.6	-1.3	4.1	-1.0
24	-3.6	3.7	0.1	3.8	-1.1
27	1.2	1.4	0.1	0.5	-2.9

# Continued.
no.	mol	DAX1 inh-2	FXN GAA850 act	ssDAF-12 act	DAX1 inh-1	SMARCA2 act	sPLA2-III inh
37	NS(=O)(=O)c1cc2c(cc1Cl)NCNS2(=O)=O	-0.1	-3.2	-0.9	0.2	-4.7	15.3
38	CN1C2CCC1CC(OC(=O)c1c[nH]c3ccccc13)C2 (centres undefined)	-0.1&1.3	-0.2&1.7	-1.6&-0.8	-0.5&1.2	-5.0&6.7	10.6&-6.7
39	COc1ccccc1CN1CC(=O)N2CSC[C@H]2C1=O	1.0	-0.6	-1.0	-0.3	-2.2	1.5
40	CN1C(c2ccccc2)CCOS1(=O)=O (centres undefined)	0.7	2.7	-0.1	-0.3	0.7	-1.3

no.	PG9 binder	PLCb3 inh	hcDAF12 agonist	NR1D1 modulator	hgDAF-12 ag
37	1.1	-0.9	-0.7	-2.5&1.1	-2.4
38	0.6&-0.3	1.7&4.9	-2.0&1.5	-3.5&-1.0	-1.4&2.0
39	-0.7	-3.7	0.2	1.0	1.3
40	-0.2	1.1	-1.3	-0.8	-0.9
